D1 antagonist = antagonists of human D1 dopamine receptor; P21728; HEK293 TREx D1 cells, calcium flux, dopamine EC80; hits give low values; activity change, negative = inhibition, % at 10 µM; 360,000 compounds, 3.2% hits; AID 504652; in the data active means activity change below about -30%; further: on the % scale 0 is the no-effect control and ±100 the full control effect
Target sequence (P21728 whole entry, looked up): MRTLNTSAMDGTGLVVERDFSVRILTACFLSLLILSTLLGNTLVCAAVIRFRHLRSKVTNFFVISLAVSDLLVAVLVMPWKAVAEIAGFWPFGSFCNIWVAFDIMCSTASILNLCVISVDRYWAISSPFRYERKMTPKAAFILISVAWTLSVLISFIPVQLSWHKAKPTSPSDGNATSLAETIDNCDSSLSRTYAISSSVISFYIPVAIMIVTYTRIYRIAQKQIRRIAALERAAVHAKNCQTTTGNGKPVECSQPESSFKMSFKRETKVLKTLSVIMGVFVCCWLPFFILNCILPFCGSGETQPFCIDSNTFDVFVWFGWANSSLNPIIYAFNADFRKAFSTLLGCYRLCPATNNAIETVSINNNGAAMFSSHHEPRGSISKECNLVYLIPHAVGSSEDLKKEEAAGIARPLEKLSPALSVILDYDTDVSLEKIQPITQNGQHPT
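Kinetic fluorescence of a calcium dye serves as the read-out. D1-expressing Hek293 Trex cells, induced overnight at 30 C, are exposed to compound for 180 s before an EC80 dopamine addition, then read 180 s further.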
TRHR PAM = TRH receptor (human) allosteric enhancement; TRHR cells, fluo-8 calcium fluorescence, EC20 TRH enhancement; P34981; 360,000 compounds, 0.66% hits; enhancement, % at 2 µM; in the data active means enhancement above about 30%; further: 0% is about no effect
Target sequence (P34981 whole entry, looked up): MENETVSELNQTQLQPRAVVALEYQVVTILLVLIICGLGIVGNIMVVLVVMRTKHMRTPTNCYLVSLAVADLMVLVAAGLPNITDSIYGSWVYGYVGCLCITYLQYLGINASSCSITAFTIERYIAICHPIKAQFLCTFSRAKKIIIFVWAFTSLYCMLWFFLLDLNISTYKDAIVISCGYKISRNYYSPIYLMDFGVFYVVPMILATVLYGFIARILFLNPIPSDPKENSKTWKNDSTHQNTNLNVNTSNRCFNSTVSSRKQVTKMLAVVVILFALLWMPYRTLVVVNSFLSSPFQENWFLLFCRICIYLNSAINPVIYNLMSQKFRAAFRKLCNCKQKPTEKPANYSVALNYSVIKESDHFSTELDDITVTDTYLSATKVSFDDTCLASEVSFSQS
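Enhancer read-out: after compound pinning and an initial kinetic agonist-mode read, an EC20 of TRH (10 nM final) was injected and fluo-8 calcium signal (Ex 480/Em 530) followed at 1 s/cycle for 100 cycles in TRHR-expressing cells.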
D2 ag = agonists of human D2 dopamine receptor; 340,000 compounds, 0.53% hits; activation, % at 2 µM; AID 485358; P14416; HEK293 T-REx D2 cells, calcium flux agonist mode;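 active means activation over 3 SD above normal in the single-dose calcium agonist read, cut at about 30% in these data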; further: 0% is about no effect
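HEK293 Trex D2 cells, tetracycline-induced, o/n 30 C 5% CO2; no-wash Ca dye, RT 30–90 min; 10-cycle baseline, 23 nl cpd added, kinetic Ca read 180 s; agonist hits = positive Ca response.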
D1 agonist = agonists of human D1 dopamine receptor; P21728; HEK293 T-REx D1 cells, calcium flux, agonist mode; activation, % at 2 µM; 360,000 compounds, 1% hits; AID 504660; in the data active means activation above about 30%; further: 0% is about no effect
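Agonism was scored from calcium flux recorded over 180 s (1 read/s) after pintool compound addition, following a 10-cycle baseline. Cells were inducible force-coupled HEK293 TREx D1, plated overnight at 30 C and loaded with no-wash calcium dye.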
RXFP1 agonist = activates the human relaxin receptor RXFP1 | Potency, µM (series often up to 57.5 µM), without a hit: top-dose activation, usual class: activators | HEK293T-RXFP1 cAMP TR-FRET, 30 min; response scale: percent of porcine relaxin response, buffer zero | AID 2676 | Q9HBX9 | 370,000 compounds, 0.3% hits; active means well fitted activation curve with a large enough effect; inconclusive means small, poorly fitted or top-dose-only effect; further: potency means the concentration at half of the fitted maximal effect; on the % scale 0 is the no-effect control and ±100 the full control effect; nearly all actives have a fitted effect of over 60% in size; many of its hits are not listed in these tables
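HEK293 cells stably expressing RXFP1, treated 30 min at 37C with compounds plus PDE4 inhibitor Ro 20174; cAMP measured by HTRF TR-FRET. Normalized to buffer and 29 nM porcine relaxin; EC50 by Hill fit.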
D2 PAM = positively modulates the human D2 dopamine receptor allosterically; HEK293 T-REx D2, calcium flux, EC20 dopamine potentiation; potentiation, % at 10 µM; 340,000 compounds, 0.34% hits; AID 485347; P14416;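 active means potentiation over 3 SD above the plate norm, cut at about 30% in these data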; further: 0% is about no effect
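Primary screen. Calcium kinetics in induced HEK293 T-REx D2 cells: compound pre-addition 180 s, EC20 dopamine, 180 s more.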
D2 antagonist = antagonists of human D2 dopamine receptor | HEK293 TREx D2 cells, calcium flux, dopamine EC80 | inhibition, % at 10 µM | 340,000 compounds, 2% hits | AID 485344; in the data active means inhibition above about 30%; further: 0% is about no effect
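Read-out: kinetic calcium fluorescence (1 cycle/s) in inducible HEK293 T-REx D2 cells after an EC80 dopamine addition that followed 180 s compound preincubation. Loss of the dopamine response indicates antagonism.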
D1 potentiator = enhances dopamine response at the human D1 receptor; P21728; HEK293 TREx D1 cells, calcium flux, dopamine EC20 potentiation; potentiation, % at 10 µM; 360,000 compounds, 0.036% hits; in the data active means potentiation above about 30%; further: 0% is about no effect
RXFP1 antag = blocks the human relaxin receptor RXFP1 | Q9HBX9 | HEK293-RXFP1, relaxin-stimulated cAMP HTRF, 30 min; hits give low values | activity change, negative = inhibition, % at 57.5 µM | 350,000 compounds, 0.59% hits | AID 1259400;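 active means activity change of -60% or lower, but not beyond a set lower limit; inconclusive means change between -60% and -40%, or beyond the set limit; inactive means change above -40%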; further: on the % scale 0 is the no-effect control and ±100 the full control effect
Starred values were filed as active, the others as inactive; u = inconclusive; x = no result given. This is a subset. The share of hits here may be higher or lower than overall.

compound	D1 antagonist	TRHR PAM	D2 ag	D1 agonist	RXFP1 agonist	D2 PAM	D2 antagonist	D1 potentiator	RXFP1 antag
Cc1c(C(=O)Nc2ccc(F)cc2)oc2ccc(S(=O)(=O)N3CC(C)CC(C)C3)cc12 (configuration not stated)	-14	-2	1.4	13	4.2%	-2	0	-7	-3
O=c1[nH]c2cccnc2n1Cc1ccco1	-43*	1	-1.7	-2	-0.4%	-5	-1	-5	-4
COC(=O)c1cc(-c2c(C)nn(-c3ccccc3)c2C)n[nH]1	-2	3	0.6	0	-0.8%	-4	-13	-3	-4
CCOC(=O)c1c(-c2ccccc2)csc1NC(=O)c1ccc(N2C(=O)CCC2=O)cc1	-7	-4	-1.0	7	18%	-6	9	-1	3
CCCc1nc2c(nnn2Cc2ccccc2Cl)c(=O)[nH]1	3	-6	0.5	4	2.5%	-2	8	-9	-3
Cc1cc(N2CCOCC2)nc2ccc(NC(=O)CCC(=O)N3CCCC(C)C3)cc12 (configuration not stated)	-8	3	-0.9	1	4.4%	3	-7	-2	5
COC(=O)C(C)Sc1nc2c([nH]c3ccccc32)c(=O)n1C (configuration not stated)	-26	-11	-0.5	0	-0.2%	-8	-6	-2	u
Cn1nc(OCC(N)=O)ccc1=O	-51*	1	0.9	1	3.5%	4	-3	-2	1
CC1=C(C(=O)OCC2CCCO2)C(c2ccc(O)cc2)NC(=O)N1 (configuration not stated)	8	-2	0.9	2	0.0%	16	2	6	7
O=C(COC(=O)CCc1c[nH]c2ccccc12)Nc1cc([N+](=O)[O-])ccc1Cl	-7	16	-0.9	2	1.0%	-2	-8	-2	x
Cc1ccc2cc3cc(C(=O)NCCCN4CCCC4)oc3nc2c1	3	7	-0.3	0	-0.4%	24	6	0	9
Cc1cc(=O)oc2cc(OCC(=O)N3CCCC(C)C3)ccc12 (configuration not stated)	-1	3	0.0	3	-1.0%	8	-5	-3	-11
COC(=O)CC1Oc2ccc(Cl)cc2-n2cc(-c3ccc(C)cc3)nc21 (configuration not stated)	-2	7	0.2	2	-0.3%	20	x	-4	x
O=C(NC(=O)N1CCN(c2ccc(F)cc2)CC1)c1ccccc1	-8	4	0.4	8	-0.4%	-4	0	3	2
CCOc1ccccc1NC(=O)NCc1cccnc1	-1	0	-0.4	1	4.5%	-8	-15	0	0
O=C(CN(c1ccc(Cl)cc1)S(=O)(=O)c1ccccc1)N1CCN(c2ccccc2)CC1	7	-13	-0.7	1	1.0%	-1	-2	2	-17
COc1ccccc1C(=O)NNC(=O)c1ccc(Br)o1	9	4	0.9	4	-4.3%	10	-6	1	-13
CCOC(=O)c1cc(-c2ccc(OC)cc2)n(CCC(=O)NC2CCCCC2)c1C	2	4	1.3	1	-2.6%	-9	x	-6	u
COC(=O)c1scc(-c2ccc(C)cc2)c1S(=O)(=O)Nc1ccc(OC(F)(F)F)cc1	-31*	0	x	2	8.2%	0	x	-8	x
COc1ccc(/C(C)=N/NC(=O)c2nnn(-c3nonc3N)c2-c2ccccc2)cc1	30	12	31*	50*	1.9%	17	6	-5	-6
Cc1cc(C)c2oc(C(=O)Nc3sc4c(c3C(=O)NCc3ccco3)CCCC4)cc(=O)c2c1	-3	28	0.6	0	-0.7%	4	x	1	-2
CN(Cc1cn(C)nc1-c1ccccc1F)Cc1nccn1C	-7	1	2.4	2	-0.7%	8	-13	-3	2
Cc1onc(-c2c(Cl)cccc2Cl)c1-c1nc2cc(Cl)ccc2c(=O)o1	9	3	x	3	-1.1%	10	x	-2	2
COc1ccc(Cn2c(=S)[nH]c3ccsc3c2=O)cc1	1	3	-0.5	3	-1.2%	7	4	1	-15
Cc1ccc(/C=C/C(=O)NCCCn2ccnc2)cc1	-29	5	-0.1	2	-0.5%	14	6	-3	-11
O=C(Nc1nc(-c2ccc3c(c2)OCO3)cs1)c1ccncc1	0	0	0.9	13	0.9%	-8	-29	6	-5
COc1ccc(C(=O)N2CCN(S(=O)(=O)c3ccc4c(c3)OCCO4)CC2)cc1OC	-6	3	-0.1	-1	-0.4%	9	5	-1	-3
CCCCCOc1ccccc1Cn1c(=O)oc2ccc(C)cc21	-48*	-5	1.7	10	0.0%	-8	x	-1	-11
CC1CCCCC1NC(=O)C1Cc2ccccc2CN1S(C)(=O)=O (configuration not stated)	2	-4	-0.8	-1	0.3%	-3	11	-5	2
COc1ccc(/C(C)=N/NC(=O)CNC(=O)/C=C/c2ccccc2OC)cc1	-3	1	-1.1	2	-1.1%	-12	-9	2	-10
O=C(OCC(F)(F)F)c1cccc(COc2ccc3ccccc3c2)c1	-2	-4	0.4	11	-0.1%	-2	12	2	-5
C/C(CC(=O)NCCCN1CCOCC1)=N\NC(=O)COc1cccc2ccccc12	-14	-3	1.0	1	2.3%	-6	-4	1	x
CC(=O)N/C(=C/c1ccccc1)c1ccccc1	x	17	-0.3	0	0.1%	9	-11	0	x
COc1cc(C2c3c(oc4ccccc4c3=O)C(=O)N2c2nncs2)cc(OC)c1OC (configuration not stated)	-4	9	-0.2	1	-2.7%	0	x	-6	15
Cn1c(N)c(S(=O)(=O)c2ccc(Br)cc2)c2nc3ccccc3nc21	-13	-1	6.0	8	0.3%	4	7	-4	-5
O=C(OCC(=O)N1CCOCC1)c1ccc2c(c1)OCCO2	-4	-2	-0.1	4	3.5%	-4	8	-5	0
C/C(N)=C(/C#N)C(=O)CSc1nc2ccccc2c(=O)n1CCCOC(C)C	-21	-1	0.6	-1	1.1%	4	6	-2	0
Cc1ccc(-c2ccc(/C=N/N=C3/NC(=O)C(CC(=O)O)S3)o2)c([N+](=O)[O-])c1 (configuration not stated)	-5	2	-0.1	-1	0.0%	-4	19	1	-2
Fc1ccc(Br)cc1/C=N/n1cnnc1	-8	-3	-1.9	2	3.9%	-1	18	4	-22
O=C(NCc1ccc(N2CCCC2=O)cc1)c1cn(CCc2ccccc2)nn1	-6	22	0.6	1	2.0%	1	10	-4	-6
CCN(C/C=C/c1ccccc1OC)Cc1ccccc1	-19	3	-0.4	-2	-0.1%	-30	80*	-7	-2
Cc1cccnc1NC(=O)Cn1nc(-c2ccccc2)oc1=S	14	6	-1.2	3	1.0%	10	-15	-5	4
COc1ccc(C)cc1NC(=O)CSc1nnnn1C1CCCC1	-14	-2	-0.5	0	2.9%	-13	8	-2	2
CN(C)C(=O)COc1ncnc2sc(-c3ccccc3)cc12	8	-3	1.0	2	5.2%	0	1	-2	4
CC(C)c1ccc(C2(O)C(=O)Nc3cc(Br)ccc32)c(O)c1 (configuration not stated)	-20	1	-0.8	2	0.9%	16	-24	2	-28
N#CCOC(=O)C1c2ccccc2Oc2ccccc21	1	-2	-0.8	7	-0.7%	18	6	5	-1
CCOC(=O)c1sc(NC(=O)c2ccc(S(=O)(=O)N3CCCCCC3)cc2)nc1-c1ccccc1	2	4	0.5	1	0.5%	-9	-6	2	2
CN(Cc1ccccc1)C(=O)COc1ccc(N(C)S(=O)(=O)c2ccc(F)cc2)cc1	-6	-13	-0.8	7	0.5%	-2	-11	0	0
CCCC(=O)Nc1ccc(C(=O)Nc2cccc(OC)c2)cc1	2	23	0.3	13	-7.1%	7	-1	2	-3
CCOC(=O)C1CCCN(C(=O)c2ccc3c(c2)N(C)C(=O)/C(=C/c2ccccc2Cl)S3)C1 (configuration not stated)	-1	-4	0.4	4	-0.1%	11	-2	2	-10

Record cards (already shown). Values in the order: D1 antagonist	TRHR PAM	D2 ag	D1 agonist	RXFP1 agonist	D2 PAM	D2 antagonist	D1 potentiator	RXFP1 antag
Results for CCCC(=O)Nc1ccc(C(=O)Nc2cccc(OC)c2)cc1 = 2	23	0.3	13	-7.1%	7	-1	2	-3
Results for C/C(N)=C(/C#N)C(=O)CSc1nc2ccccc2c(=O)n1CCCOC(C)C = -21	-1	0.6	-1	1.1%	4	6	-2	0
Results for CC(=O)N/C(=C/c1ccccc1)c1ccccc1 = x	17	-0.3	0	0.1%	9	-11	0	x

Other results
compound	D1 antagonist	TRHR PAM	D2 ag	D1 agonist	RXFP1 agonist	D2 PAM	D2 antagonist	D1 potentiator	RXFP1 antag
COc1ccc(-c2csc(NC(=O)C3CSC4(C)CCC(=O)N34)n2)cc1 (configuration not stated)	-20	2	-0.4	0	0.9%	2	-36	7	3
CN1CCN(c2ccc(S(=O)(=O)N3CCCCC3)cc2NC(=O)c2cccc([N+](=O)[O-])c2)CC1	0	-2	0.2	3	9.1%	11	-11	1	5
Fc1ccccc1SCc1nnc(-c2ccccc2Br)o1	-66*	7	-0.4	7	-0.6%	3	-19	-15	-4
Cn1c(=O)c(=O)n(C)c2cc(S(=O)(=O)Nc3ccc4c(c3)OCCO4)ccc21	0	1	0.1	1	2.7%	-6	6	-3	-4
O=S(=O)(NCC(c1ccco1)N1CCc2ccccc2C1)c1ccc(Br)cc1 (configuration not stated)	13	-3	x	1	0.9%	x	x	-2	-23
COc1ccc(-c2cc(C(=O)N3CCN(Cc4ccc5c(c4)OCO5)CC3)on2)cc1OC	3	-4	-0.5	0	9.1%	-3	0	3	-8
COc1ccccc1N1CCN(S(=O)(=O)c2c(C)sc3ncn(CC(=O)Nc4cccc(Cl)c4)c(=O)c23)CC1	-8	-1	0.6	2	-1.3%	3	x	0	4
COc1ccc(NC(=O)CSc2nnc(N)s2)c([N+](=O)[O-])c1	28	7	-0.1	2	0.6%	-7	9	7	-3
CN(C)C(=O)N1CCC(C(=O)NCC2CCCO2)CC1 (configuration not stated)	-22	3	0.2	1	2.0%	-5	-1	4	-18
CC(C)N=C(Nc1ccc(Cl)cc1)c1cccnc1	-16	-4	0.8	4	0.2%	5	-14	-2	-2
COc1ccc(NC(=O)CCC(=O)OC(C(=O)c2ccccc2)c2ccccc2)cc1 (configuration not stated)	-1	-1	-1.0	6	0.9%	11	17	-1	-2
Cc1ccc(CSc2nc3ccccc3cc2C=O)cc1	-6	-7	0.8	8	27%	-6	-6	-5	-7
Cc1nc2ccccn2c1/C(O)=C1\C(=O)C(=O)N(CCN(C)C)C1c1ccco1 (configuration not stated)	19	15	0.0	2	6.1%	2	4	-3	6
COc1cc(/C=C2\SC(=S)N(Nc3ccccc3)C2=O)ccc1O	-3	-6	x	122*	4.2%	-2	x	-4	-25
Cc1cccc2sc(NC(=O)CSc3nnnn3C)nc12	-17	3	-0.1	4	-0.3%	10	-8	0	0
